# From PubChem BioAssay
# CCT chaperon mod = changes cytosolic chaperonin activity. purified chaperonin ATPase assay, HTRF ADP detection, 30 min. activity change, % (no concentration beside the values), hits read low. 360,000 tested, 0.3% active; in the data active = activity change below about -30%; note: % is set by controls: 0 for no effect and ±100 for the full control effect
#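 Enzyme 40 or 20 nM (batch-dependent) in Tris pH 7.4/KCl/MgCl2/DTT; cpd 76 uM single point; ATP 10 uM; 30 min 37 °C; Transcreener ADP HTRF detection, 30 min RT; ratio 665/615.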
# Nrf2 ARE act = activates Nrf2 signaling; AREc32 ARE-luciferase reporter (MCF7-derived line), luminescence, 24 h; Potency, µM (top dose mostly 46.1 µM), for inactives: top-dose activation, most hits filed as activators; 410,000 tested, 0.31% active; AID 624171; note: potency is the fitted concentration of half-maximal effect; % of control where 0% means no effect; nearly all actives have a fitted effect of over 65% in size
#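 AREc32 cells carrying an ARE-driven firefly luciferase reporter were seeded at 1000 cells/well in OPTI-MEM with 5% FBS, then exposed to compound for 24 hr at 37 deg C. Luminescence was read with Steady-Glo after 30 min at RT.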
# A549 viability = A549 cytotoxicity, counter-screen for Nrf2 inhibitors. A549 ARE-Fluc cells, CellTiter-Fluor viability, 18-24 h. Potency, µM (doses to about 46 µM), for the others: top-dose activity change, negative = cytotoxicity, usual class: inhibitors. 390,000 tested, 0.16% active. AID 504648; note: potency is the fitted concentration of half-maximal effect; % is set by controls: 0 for no effect and ±100 for the full control effect
#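 Cytotoxicity counterscreen: CellTiter-Fluor fluorescence was measured in A549 ARE_Fluc cells after 18-24 h of compound exposure in a concentration series. The subsequent BugLite luminescent read reports ARE-luciferase activity.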
# EPAC2 antag = blocks human EPAC2 exchange factor. Q8WZA2. EPAC2 GEF exchange of Rap1B-BODIPY-GDP, fluorescence. Potency, µM (highest dose often 114 µM), inactives show at the top dose activity, negative = inhibition, usual class: inhibitors. 360,000 tested, 0.18% active. AID 720708; note: potency is the fitted concentration of half-maximal effect; % is set by controls: 0 for no effect and ±100 for the full control effect; nearly all actives have a fitted effect of over 45% in size; many of its hits are not listed in these tables
# Target sequence (Q8WZA2 whole entry, looked up): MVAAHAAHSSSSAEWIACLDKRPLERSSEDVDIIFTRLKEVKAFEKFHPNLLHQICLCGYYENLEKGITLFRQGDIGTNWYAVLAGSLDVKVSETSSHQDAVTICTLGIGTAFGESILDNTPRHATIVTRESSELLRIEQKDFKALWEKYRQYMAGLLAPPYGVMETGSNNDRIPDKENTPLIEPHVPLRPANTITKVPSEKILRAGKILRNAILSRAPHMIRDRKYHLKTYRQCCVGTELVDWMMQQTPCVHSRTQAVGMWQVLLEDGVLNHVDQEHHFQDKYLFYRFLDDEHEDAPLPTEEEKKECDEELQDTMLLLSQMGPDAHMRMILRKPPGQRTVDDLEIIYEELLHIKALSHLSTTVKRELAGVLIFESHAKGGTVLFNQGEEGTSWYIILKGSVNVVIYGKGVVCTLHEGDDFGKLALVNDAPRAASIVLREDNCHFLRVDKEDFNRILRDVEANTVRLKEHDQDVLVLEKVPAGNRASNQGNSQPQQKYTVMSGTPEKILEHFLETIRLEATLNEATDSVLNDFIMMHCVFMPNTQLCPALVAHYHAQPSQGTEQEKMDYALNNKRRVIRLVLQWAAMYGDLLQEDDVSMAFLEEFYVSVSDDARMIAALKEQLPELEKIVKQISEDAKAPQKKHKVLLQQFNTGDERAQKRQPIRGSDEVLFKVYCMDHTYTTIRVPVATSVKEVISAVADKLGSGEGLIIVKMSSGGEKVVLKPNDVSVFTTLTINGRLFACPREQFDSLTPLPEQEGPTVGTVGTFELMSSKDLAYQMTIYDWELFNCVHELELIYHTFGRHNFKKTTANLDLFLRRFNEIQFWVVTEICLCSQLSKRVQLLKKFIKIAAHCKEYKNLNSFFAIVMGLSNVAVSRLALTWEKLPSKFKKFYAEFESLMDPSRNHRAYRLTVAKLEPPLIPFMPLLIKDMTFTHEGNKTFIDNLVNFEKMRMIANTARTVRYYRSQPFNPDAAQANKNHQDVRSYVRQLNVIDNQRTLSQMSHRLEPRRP
# Nrf2 inh = blocks Nrf2 signaling; Potency, µM (series often up to 46 µM), for inactives: at the highest dose activity change, negative = inhibition, usual class: inhibitors; A549 ARE-Fluc reporter, luciferase luminescence, 18-24 h; 360,000 tested, 2.1% active; AID 504444; note: potency is the fitted concentration of half-maximal effect; % is set by controls: 0 for no effect and ±100 for the full control effect; nearly all actives have a fitted effect of over 60% in size
#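 In this cell-based qHTS, ARE-driven firefly luciferase in A549 cells reports Nrf2 activity; the luminescent signal after BugLite lysis is the measured value, with a prior CellTiter-Fluor read for cell health.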
# Akt phos inh = blocks phosphorylation of Akt | Neuro2A IGF-stimulated pAkt S473 HTRF, 20 min; active compounds read low | activity change, % for hits at 50 µM | 360,000 tested, 0.32% active | AID 651550; in the data active = activity change below about -80%; inconclusive = mostly about -51% to -80%; note: % is set by controls: 0 for no effect and ±100 for the full control effect
#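 Neuro2A cells in DMEM with 0.5% FBS, overnight at 37 deg C, given compound at single 50 µM final, then IGF (6 nM final) for 20 min at 37 deg C. Lysed; phospho-Akt Ser473 by HTRF after 24 h, 665/615 ratio.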
# Mm-Cpn inhibitor = M. maripaludis TRiC chaperonin inhibition; purified Mm-Cpn ATPase, ADP Transcreener TR-FRET; Potency, µM (highest dose often 76.9 µM), for inactives: at the top dose activity, negative = inhibition, most hits filed as inhibitors; AID 504842; 330,000 tested, 0.031% active; note: potency is the fitted concentration of half-maximal effect; % is set by controls: 0 for no effect and ±100 for the full control effect; nearly all actives have a fitted effect of over 80% in size
#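 Purified archaeal chaperonin (25 nM final) was preincubated with compound for 10 min at 37°C, then ATP (10 uM final) was added for 30 min at 37°C in Tris pH 7.4/KCl/MgCl2/DTT buffer. ADP was quantified by HTRF Transcreener TR-FRET.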
# TGFb SMAD3 inh = inhibitors of TGF-b signaling; HepG2 CAGA-GFP TGF-b/SMAD3 reporter, GFP fluorescence, 18 h; TGF-beta stimulated, 500 pg/mL final; Potency, µM (top dose mostly 46.1 µM), for the others: top-dose activity, negative = inhibition, most hits filed as inhibitors; 410,000 tested, 1.2% active; AID 588855; note: potency is the fitted concentration of half-maximal effect; % is set by controls: 0 for no effect and ±100 for the full control effect; nearly all actives have a fitted effect of over 65% in size
#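 HEPG2 CAGA-GFP reporter cells (1000/well, DMEM with 1% FBS) received compounds, then recombinant TGF-beta at 500 pg/mL final for 18 hours at 37 degrees C. Per-cell GFP summed per well was normalised to unstimulated and stimulated DMSO controls before curve fitting.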
# EPAC2 agonist = EPAC2 (human) agonism; EPAC2 activation, biochemical qHTS; response scale: 100% = 6.5 mM cAMP response; Q8WZA2; 360,000 tested, 0.079% active; Potency, µM (doses to about 154 µM), inactives show at the top dose activation, actives largely listed as activators; note: potency is the fitted concentration of half-maximal effect; nearly all actives have a fitted effect of over 50% in size
#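 Guanine nucleotide exchange by EPAC2 is measured as reduced fluorescence of BODIPY-GDP once it is released from 250 nM Rap1B. Plates are read kinetically for 30 min at room temperature; results are scaled to 6.5 mM cAMP.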
# * = called active by the depositor; i = inactive; ? = inconclusive; · = not tested or not shown; & = joins results of further samples; [ ] = remark or other dose. Unless noted, calls come from the whole dose curve; as a rule, active = well fitted curve in the direction sought with a large enough effect; inconclusive = small, poorly fitted or top-dose-only effect, or another doubt; inactive = no such curve, though single readings can be large; an effect the other way counts as inactive or inconclusive. Not all compounds are listed; the hit share may differ from the screen's.
molecule,CCT chaperon mod,Nrf2 ARE act,A549 viability,EPAC2 antag,Nrf2 inh,Akt phos inh,Mm-Cpn inhibitor,TGFb SMAD3 inh,EPAC2 agonist
CC(C)C(NC(=O)c1ccc(F)cc1)C(=O)N1CCN(c2ccccn2)CC1 (stereo not drawn),-2.4,0.0%,3%,4%,-4%,i,2%,3%,6%
Cc1oc2c(c1C(=O)Nc1ccccc1Br)C1=NCCN1C=N2,·,-0.2%,4%,·,?,·,·,?,·
CC(=O)c1ccc(NC(=O)C(=O)c2cn(CC(=O)N3CCCCC3)c3ccccc23)cc1,-1.4,0.7%,3%,7%,4%,i,-1%,-11%,6%
CCOC(=O)C1=C(C)NC(=O)CC1c1cc(OC)c(OC)cc1Br (stereo not drawn),-0.1,2.7%,-1%,-18%,-23%,i,1%,12%,0%
Cc1ccc(NC(=O)CC(NCCN2CCOCC2)C(=O)O)cc1Cl (stereo not drawn),-4.0,-0.3%,0%,1%,4%,i,2%,0%,8%
COC(=O)c1cc2ccccc2n1Cc1ccc(Cl)nc1,-1.5,0.5%,?,?,-27%,i,2%,-4%,19%
O=C(NCCCN1CCOCC1)C(Sc1ccccc1)c1ccccc1 (stereo not drawn),0.9,2.8%,-2%,-1%,9%,i,1%,24%,15%
CCOC(=O)c1cccc(NC(=O)CCS(=O)(=O)c2ccc3c(c2)CC(=O)N3C)c1,·,0.3%,13%,·,?,·,·,?,·
COc1ccc(-n2ccnc(NCCc3ccccc3)c2=O)cc1OC,·,4.2%,-3%,·,-13%,·,·,-5%,·
CCN(CC)CCCNC(=O)C1CCN(C(=O)c2oc3cc4sc(N(C)C)nc4cc3c2C)CC1,-0.2,-0.4%,11%,-4%,7%,i,-10%,-28%,0%
CCCn1nc(CC(=O)O)c2ccccc2c1=O,-2.2,-1.2%,-1%,-6%,·,i,-4%,?,-2%
O=C(NOCc1ccccc1)c1ccc(Cl)cc1Cl,-1.0,-3.1%,4%,-3%,?,i,-3%,-12%,14%
CC1(c2ccc(Cl)cc2)CC(C)(C)N(C(=O)c2ccccc2)c2ccccc21 (stereo not drawn),·,-0.5%,-1%,·,?,·,·,?,·
CCOC(=O)CSc1nc(-c2ccccn2)ncc1OC,1.6,4.1%,3%,4%,-7%,i,-5%,-17%,10%
CCCn1c(=S)[nH]c2ccc(C(F)(F)F)cc21,-1.3,0.1%,5%,?,-14%,i,-5%,-3%,9%
Cc1ccc(OCC(=O)NCCCNC(=O)c2ccncc2)cc1C,-2.4,1.9%,3%,-8%,1%,i,0%,0%,15%
COc1cccc(NC(=O)CN2C(=O)COc3ccc(Cl)cc32)c1,0.4,-0.7%,-2%,-29%,-28%,i,3%,-4%,3%
Cc1cc2cc(CCNC(=O)c3cccs3)c(=O)[nH]c2cc1C,0.4,-1.3%,-13%,3%,?,i,5%,?,0%
Cc1ccc(N2CC(C(=O)Nc3ccc4c(c3)OCCO4)CC2=O)cc1C (stereo not drawn),-0.6,-0.6%,-1%,-1%,7%,i,0%,11%,5%
CCOc1ccccc1NC(=O)C(Sc1nnc2ccccn12)c1ccccc1 (stereo not drawn),-2.2,-0.3%,-1%,-3%,-2%,i,?,4%,-2%
Nc1ccc(C(=O)CC(=O)Nc2ccc(Cl)cc2)cc1,-0.7,-0.5%,0%,0%,-19%,i,0%,-4%,1%
COCCCNC(=S)Nc1cccc(SC)c1,-0.9,0.8%,4%,1%,2%,i,-3%,-5%,11%
O=C(O)/C=C\C(=O)Nc1ccccc1C#Cc1ccc(Br)cc1,-1.1,?,?,10µM*,·,i,-6%,8%,9%
CC(=O)c1ccc(N2CCN(C(=S)Nc3cccc(F)c3)CC2)cc1,-0.7,2.7%,-11%,-2%,-19%,i,-3%,0%,2%
Brc1cccc(-c2cnc3n2CCCCC3)c1,1.3,0.1%,-7%,3%,·,i,0%,-8%,7%
Cc1ccc(N2CCN(C(=O)c3cccs3)CC2)cc1C,0.6,3.0%,13%,0%,7%,i,1%,14%,9%
Cc1csc(SCC(=O)NCc2ccc3c(c2)OCO3)n1,1.0,3.3%,0%,7%,-19%,i,0%,-6%,3%
COc1ccc(C2C(C(C)=O)=C(C)Nc3ncnn32)cc1[N+](=O)[O-] (stereo not drawn),0.8,0.1%,2%,2%,-5%,i,1%,5%,2%
C/C(=N\NC(=O)CCC(=O)Nc1ccc(C)c(C)c1)C1CC1,-1.0,-1.6%,1%,-3%,-4%,i,1%,0%,8%
COc1ccc(-c2cc(=O)oc3c(C)c(OCC(=O)Nc4cccnc4)ccc23)cc1,-2.6,-0.6%,-1%,-2%,-20%,i,-14%,0%,1%
CC(C)C[C@H]1CN(CCCC[C@H]2CNC(=O)C(=O)N2CCc2ccccc2)C(=O)C(=O)N1CCc1ccc(O)cc1,2.6,-0.8%,·,-1%,·,i,·,·,3%
CCCCCc1c(O)nc(SCC(=O)NCC2CCCO2)[nH]c1=O (stereo not drawn),-1.8,0.1%,5%,7%,12%,i,2%,4%,2%
O=C(CCCN=C1NS(=O)(=O)c2ccccc21)Nc1ccc(Cl)cc1,1.3,0.0%,3%,1%,-2%,i,1%,9%,-4%
Cc1ccc(NS(=O)(=O)c2cc(OCC(N)=O)c(C)cc2Cl)cc1C,-0.6,0.0%,-5%,-8%,?,i,0%,-10%,6%
COCCCNC(=O)c1ccc2c(c1)OCO2,-1.0,-0.4%,1%,21%,?,i,-2%,-6%,7%
CSc1nnc(-c2cccs2)n1-c1ccccc1,1.0,0.4%,4%,27%,4%,i,-1%,-5%,2%
CS(=O)(=O)c1ccccc1-c1nc(-c2ccc(C(F)(F)F)cc2)no1,-0.1,3.8%,0%,-27%,6%,i,1%,?,-46%[inhibitor]
COc1ccc2ccc(=O)oc2c1CC=C(C)C,-1.4,0.8%,11%,?,3%,i,0%,13%,3%
CCCOc1ccc(Br)cc1/C=N/NC(=O)c1cc(OC)c(OC)c(OC)c1,1.7,-0.6%,-5%,6%,4%,i,-3%,14%,2%
O=C1C2C3C=CC(C3)C2C(=O)N1/N=C/c1cn(Cc2ccc(F)cc2)c2ccccc12 (stereo not drawn),-4.5,2.3%,1%,-8%,?,i,1%,?,8%
Cc1cc(C)n(C(=O)CNC(=O)c2ccccc2Br)n1,-1.2,0.1%,0%,0%,0%,i,1%,-11%,8%
C/C(CS(=O)(=O)c1ccc(Cl)cc1)=N/NC(N)=S,1.6,0.4%,0%,7%,-2%,i,0%,14%,-3%
Cc1sc(NC(=O)C2C3C=CC(C3)C2C(=O)O)c(C(N)=O)c1-c1ccc(C(C)C)cc1 (stereo not drawn),-6.1,-0.3%[9.22 µM],9%,-9%,3%,i,-1%,-10%,-3%
CC1CCCCN1C(=O)/C=C/c1ccccc1[N+](=O)[O-] (stereo not drawn),-0.5,0.3%,2%,-3%,4%,i,1%,3%,7%
COc1ccc(-n2c(SCC(=O)Nc3nccs3)nc3c(c2=O)SC(C)C3)cc1 (stereo not drawn),-0.6,2.6%,-5%,4%,?,i,0%,-13%,-1%
COc1cc(Oc2ccccc2)nc(N)n1,-2.0,1.4%,21%,12%,-10%,i,·,-11%,11%
O=[N+]([O-])c1cc(F)cc(F)c1Nc1ccc(F)cc1,-0.2,1.9%,-3%,-25%,-18%,i,·,0%,21%
Cc1nn(Cc2cccc(C(=O)Nn3cc([N+](=O)[O-])cn3)c2)c(C)c1[N+](=O)[O-],-1.2,-0.3%,0%,9%,-20%,i,1%,-5%,-1%
Cn1c(=O)n(C)c2cc(S(=O)(=O)NCC(=O)O)ccc21,1.6,-0.1%,2%,3%,4%,i,2%,11%,7%
COc1ccc(Cl)cc1NC(=O)NN1CCN(C)CC1,-1.5,1.0%,-1%,0%,12%,i,-1%,3%,6%
COc1ccc(S(=O)(=O)N2CCN(c3ccccn3)CC2)cc1OC,-1.2,-0.4%,2%[1.84 µM],-5%,?,i,·,2%,1%
CC(C)CNC(=O)C(=O)NCC1CCCN1S(=O)(=O)c1cccs1 (stereo not drawn),1.9,-0.6%,0%,-3%,-16%,i,2%,-14%,4%
Cc1cc(C)cc(NCCC#N)c1,1.6,0.8%,-2%,-7%,16%,i,-1%&1%,-2%,-2%
CCC/C(O)=N\S(=O)(=O)c1ccc(N=NN(C)C)cc1,1.7,-0.9%,2%,15%,12%,i,-13%,-3%,0%
CC/C(C)=N\Nc1nc(-c2cc3cc(OC)ccc3oc2=O)cs1,1.1,4.0%,-3%,1%,?,i,-1%,-1%,5%
COc1ccc(NC(=O)C(CCSC)NC(N)=O)cc1Cl (stereo not drawn),3.3,2.4%,4%,9%,?,i,-2%,3%,2%

# In a second layout: results already given.
molecule: COc1ccc(Cl)cc1NC(=O)NN1CCN(C)CC1
- CCT chaperon mod: -1.5
- Nrf2 ARE act: 1.0%
- A549 viability: -1%
- EPAC2 antag: 0%
- Nrf2 inh: 12%
- Akt phos inh: i
- Mm-Cpn inhibitor: -1%
- TGFb SMAD3 inh: 3%
- EPAC2 agonist: 6%

molecule: COc1ccc(S(=O)(=O)N2CCN(c3ccccn3)CC2)cc1OC
- CCT chaperon mod: -1.2
- Nrf2 ARE act: -0.4%
- A549 viability: 2%[1.84 µM]
- EPAC2 antag: -5%
- Nrf2 inh: ?
- Akt phos inh: i
- Mm-Cpn inhibitor: ·
- TGFb SMAD3 inh: 2%
- EPAC2 agonist: 1%
